From PubChem BioAssay
TbMetRS inhib: blocks T. brucei methionyl-tRNA synthetase activity | purified T. brucei MetRS, ATP depletion, Kinase-Glo luminescence | 360,000 tested, 0.4% active | inhibition, % at 11.9 µM;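 active means inhibition above a per-plate cutoff of the control wells' mean inhibition plus 3 SD, cut at about 5.5% in these data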;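 further: 0% = DMSO wells median and 100% = median of wells with control inhibitor compound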
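Dosing: 11.9 µM single point; system: parasite MetRS enzyme; technique: luminescence of leftover ATP; times: 15 min enzyme-compound preincubation, 2 h reaction, 10 min detection, 25 °C; replicates: each compound tested once; read-out basis: percent inhibition relative to median high and low control wells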
PABP1 MLLE inh: blocks PAM2 peptide binding to the PABP1 MLLE domain; 360,000 tested, 0.36% active; P11940; inhibition, % at 20 µM; GST-MLLE / FITC-PAM2 fluorescence polarization; in the data active means inhibition above about 35%, passing the limit was not always enough;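 further: plate controls were DMSO wells with GST-MLLE for no effect and wells lacking GST-MLLE protein for full effect; some results filed as inactive read as strong as hits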
MsrA act: bovine methionine sulfoxide reductase A activation | purified bovine MsrA, absorbance read-out | activation, % at 10.6 µM | 360,000 tested, 0.3% active; in the data active means activation above about 7.5%;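 further: 0% = vehicle and 100% = reference activator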
MT1-MMP act inh: inhibitors of human MT1-MMP activation. HT1080 RFP-PRO-GFP cells, GFP/RFP ratio fluorescence, overnight; percent of plate control window, DMSO zero. AID 651647. 360,000 tested, 0.061% active. P50281. GFP/RFP ratio change, % at 20 µM;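 active means GFP/RFP ratio change of at least 30% with cell ATP level not reduced by more than half and red fluorescence within 50% of control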; further: strong numbers were not always called active
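Assay system: RFP-PRO-GFP reporter HT1080 cells; read-out basis: GFP/RFP fluorescence ratio; benchmarks: DMSO wells and RFP-L50D-GFP cells; doses: 20 µM single dose, 1% DMSO; schedule: overnight cell settling, then overnight compound exposure, 37 °C, 5% CO2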
E coli Lon inh: inhibits E. coli Lon protease; 360,000 tested, 0.42% active; inhibition, % at 7.94 µM; purified E. coli Lon protease, fluorescence polarization; AID 602123; P0A9M0; in the data active means inhibition above about 13%, passing the limit was not always enough;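 further: 0% = enzyme with probe and DMSO and 100% = no enzyme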
CendR NRP1 mod: alters CendR peptide binding to human NRP-1; O14786; FAM-RPARPAR peptide binding to NRP-1, fluorescence polarization; inhibition, % at 25 µM; 360,000 tested, 0.85% active; AID 602438;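 active means inhibition or corrected inhibition above about 18%, plus a signal ratio from 0.5 to 1.5, limit read from the data, passing the limit was not always enough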; further: strong numbers were not always called active
Target sequence (O14786 whole entry, looked up): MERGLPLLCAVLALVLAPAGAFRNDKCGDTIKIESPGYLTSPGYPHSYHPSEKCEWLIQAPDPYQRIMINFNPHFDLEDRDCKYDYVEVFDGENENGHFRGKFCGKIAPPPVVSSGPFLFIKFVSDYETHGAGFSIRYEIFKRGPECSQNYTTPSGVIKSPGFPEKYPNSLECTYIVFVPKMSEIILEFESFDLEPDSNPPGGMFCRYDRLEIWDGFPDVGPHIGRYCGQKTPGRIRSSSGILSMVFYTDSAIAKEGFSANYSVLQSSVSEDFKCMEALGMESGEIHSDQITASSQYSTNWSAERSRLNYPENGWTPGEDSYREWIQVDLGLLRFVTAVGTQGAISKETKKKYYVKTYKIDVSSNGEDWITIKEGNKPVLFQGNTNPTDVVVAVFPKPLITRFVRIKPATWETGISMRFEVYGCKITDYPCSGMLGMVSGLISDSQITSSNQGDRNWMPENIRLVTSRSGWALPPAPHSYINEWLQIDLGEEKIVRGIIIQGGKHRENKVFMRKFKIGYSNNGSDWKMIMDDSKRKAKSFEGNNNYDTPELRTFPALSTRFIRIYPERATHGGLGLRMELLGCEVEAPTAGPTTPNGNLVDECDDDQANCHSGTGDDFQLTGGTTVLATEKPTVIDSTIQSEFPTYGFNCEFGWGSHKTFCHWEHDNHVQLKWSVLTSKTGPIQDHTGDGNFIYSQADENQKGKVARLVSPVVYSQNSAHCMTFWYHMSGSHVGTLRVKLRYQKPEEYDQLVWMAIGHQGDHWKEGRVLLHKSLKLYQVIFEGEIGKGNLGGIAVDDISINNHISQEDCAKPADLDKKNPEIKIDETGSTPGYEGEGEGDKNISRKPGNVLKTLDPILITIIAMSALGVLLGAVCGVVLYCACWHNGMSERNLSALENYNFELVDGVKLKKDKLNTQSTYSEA
FAS-TE inh: FAS thioesterase (human) inhibition | P49327 | recombinant FAS-TE, OMFH fluorogenic substrate, fluorescence endpoint | inhibition, % at 15 µM | 360,000 tested, 0.67% active;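 active means compounds whose normalised, plate-corrected inhibition of enzyme fluorescence in the single-dose primary screen is 50% or more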;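 further: 0% = DMSO with enzyme and 100% = substrate without enzyme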
SKN-1 inh: C. elegans SKN-1 inhibition; AID 624304; 360,000 tested, 0.49% active; C. elegans VP596 Pgst-4::GFP/RFP ratio, acrylamide-induced, 24 h; inhibition, % at 21.8 µM;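 active means interference check ratio from 0.5 to 1.5 plus GFP to RFP signal ratio inhibition reaching or exceeding a fixed threshold, cut at about 30% in these data, passing the limit was not always enough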; further: some compounds called inactive have numbers as strong as hits
MsrA inh: inhibits bovine methionine sulfoxide reductase A; purified bovine MsrA, absorbance read-out; inhibition, % at 15.5 µM; 360,000 tested, 0.75% active; in the data active means inhibition above about 4.5%;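 further: 0% = vehicle wells with enzyme and 100% = reference inhibitor wells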
* marks the source's active call; other numbers are inactive results; nt = not tested or not shown.

SMILES	TbMetRS inhib	PABP1 MLLE inh	MsrA act	MT1-MMP act inh	E coli Lon inh	CendR NRP1 mod	FAS-TE inh	SKN-1 inh	MsrA inh
CCCCN1CC(O)=C(c2nc(-c3ccc(Br)cc3)cs2)C1=N	-0.7	-1.8	1.3	-0.5	5.1	-9.8	7.4	7.4	2.0
CCc1ccc(N2CC(C(=O)NCc3ccc4c(c3)OCO4)CC2=O)cc1 (stereo not given)	-0.1	1.5	-2.5	1.8	-8.6	1.4	-4.4	-6.5	-0.8
Nc1nc2ccccc2n1S(=O)(=O)c1ccccc1	-1.4	-14.2	-6.9	3.3	4.7	0.1	-4.8	-7.0	0.2
Cc1c(NC(=O)CSc2n[nH]c(=O)n2-c2ccccc2)c(=O)n(-c2ccccc2)n1C	0.2	-10.3	-3.9	-2.1	0.5	2.1	-7.0	-11.2	1.7
COc1ccc(CN2CC(=O)N(c3cc(Cl)ccc3C)C2=S)cc1OC	-0.9	14.0	-2.0	3.9	-8.7	0.2	-12.6	-5.8	0.3
Cn1c(N)c(C(=O)COC(=O)c2ccc([N+](=O)[O-])o2)c(=O)n(C)c1=O	-0.2	-3.3	0.1	-1.8	-4.5	-16.7	4.0	-6.1	0.7
CCCCNS(=O)(=O)c1ccc(S(=O)(=O)NCc2ccncc2)cc1	-0.4	15.2	-1.3	9.3	0.5	-10.6	-4.6	-3.4	-0.3
COc1cccc(NC(=O)c2ccc(NC(=O)C3CC(=O)OC34CCCCC4)cc2)c1 (stereo not given)	0.1	9.9	-1.7	-1.3	8.5	12.1	4.3	8.6	-0.6
O=C(C(=O)N1CCc2ccccc2C1)c1cn(CC(=O)N2CCCCC2)c2ccccc12	-0.2	12.5	-10.4	-3.5	6.5	20.0	4.2	-4.6	0.2
COc1cc2c(cc1OC)C(C)N(C(=O)c1cccc([N+](=O)[O-])c1)CC2 (stereo not given)	-0.8	9.2	-12.0	-1.9	3.8	0.9	3.5	-2.4	-0.8
CN1C(=O)C2CN(CCc3ccccc3)CNC2N(C)C1=O (stereo not given)	0.0	12.7	-1.4	-4.2	1.9	11.4	-4.3	12.1	-0.6
CCC12CN3CC(CC)(CN(C1)C3c1ccccc1Cl)C2O (stereo not given)	-0.1	-3.2	-1.9	-1.3	1.3	-0.7	-4.5	10.3	-0.1
Cc1cc([N+](=O)[O-])nn1CC(=O)NNC(=S)Nc1ccc([N+](=O)[O-])cc1	0.4	29.1	-4.8	1.3	1.6	-5.1	-3.9	7.7	2.6
CC(OC(=O)c1cccc(S(=O)(=O)N2CCOCC2)c1)C(=O)NC1CCCCC1C (stereo not given)	-0.1	-25.5	-1.5	-3.0	-1.6	-4.8	-5.8	-7.3	1.4
Cn1c(=O)c2c(nc(NC3CCCCC3)n2CC(=O)C23CC4CC(CC(C4)C2)C3)n(C)c1=O	-0.5	-9.1	-11.6	-5.5	0.5	0.7	22.1	6.9	-1.0
CCOc1cc(/C=N/Nc2ncc(C)c(=O)[nH]2)ccc1O	-1.0	-8.5	-5.3	3.7	-2.0	-6.4	-8.5	-1.5	3.0
Cc1cccc(OCCC(=O)NCC(=O)Nc2cccc(C)c2C)c1	-0.6	-1.8	-0.7	3.4	-8.2	-5.5	-9.2	-5.1	0.6
COc1ccccc1CNc1nc(NCc2ccc3occc3c2)c2sccc2n1	-0.2	-4.3	1.8	-3.3	-0.4	8.8	12.0	12.5	-0.8
O=C(Cc1ccccc1F)N1CCN(S(=O)(=O)c2ccc(Cl)cc2)CC1	-0.3	-41.4	0.1	3.3	-18.3	-1.0	7.0	1.6	-0.2
CCC(C)(C)NC(=O)C(c1ccccc1)N(Cc1cccnc1)C(=O)c1csnn1 (stereo not given)	-0.1	-1.3	-1.6	0.7	-7.1	-3.9	-6.3	2.2	-1.1
COc1cc2c3nnc(-c4ccc(F)cc4)c-3cn(Cc3ccc(C)cc3)c2cc1OC	0.0	22.5	-0.4	-51.4	-3.5	141.3	-73.1	-14.2	3.0
Cc1cc(C)c2c3c(c(-c4ccccc4)n2n1)c(=O)n(C)c(=O)n3C	-1.1	12.3	-13.9	-9.9	-1.1	6.1	-8.0	-10.8	-0.6
Cc1ccc2c(c1)NCC(C(=O)NC1CCC(C)CC1)O2 (stereo not given)	-0.1	-9.3	-3.0	-3.8	-7.9	-1.6	-4.7	-6.6	0.6
Cc1c(C)c2ccc(OCC(=O)N3CCC(C(=O)O)CC3)c(C)c2oc1=O	1.3	9.8	-2.8	9.9	-1.7	-4.2	-3.6	-6.0	2.2
Cc1ccc(NC(=O)CN(C)C(=O)c2ccc(Cl)nc2)cc1	2.8	3.1	-3.1	0.3	2.2	14.5	0.3	6.5	0.5
O=C(NC(=S)NC(CO)Cc1ccccc1)c1ccc(F)cc1 (stereo not given)	-0.3	33.3*	5.7	-2.8	2.5	11.5	0.9	-7.1	-0.6
CC(C)C(NS(=O)(=O)c1ccccc1F)C(=O)N1CCc2ccccc2C1 (stereo not given)	0.3	12.2	-2.6	3.3	-1.1	8.9	-2.4	-1.6	0.0
CCCn1nnnc1NC(=O)COc1ccc(Cl)c(C)c1	-0.2	-1.2	-0.6	0.6	-5.6	1.5	-9.5	2.9	0.8
CCOC(=O)/C=C1\SCC(=O)N1CC(=O)NC(c1ccccc1)c1ccccc1	0.0	3.0	-4.3	-5.9	-6.1	-28.3	-8.3	16.6	-0.6
c1ccc(-c2ccccc2-c2nc(-c3cccnc3)no2)cc1	-0.5	-0.2	-8.6	-11.6	-0.5	-10.0	16.6	18.8	0.1
Cc1cc(NS(=O)(=O)c2ccc(NC(=O)C(C)N3C(=O)c4ccccc4C3=O)cc2)nc(C)n1 (stereo not given)	-1.2	10.5	-7.3	11.9	-4.4	-6.2	-12.0	-9.2	0.1
Cc1cc(C)cc(NC(=O)C(OC(=O)c2cccs2)c2ccccc2)c1 (stereo not given)	0.6	7.4	-5.3	-2.4	6.6	-2.9	24.3	4.1	-0.6
O=C(NC1CCCc2c1cnn2-c1ccc(F)cc1F)c1cnccn1 (stereo not given)	-0.5	4.5	-4.1	3.6	-2.9	-1.9	-3.9	-9.8	-0.7
COc1ccc(CC(=O)Nc2ccc(S(=O)(=O)Nc3ncccn3)cc2)cc1OC	-0.6	1.1	0.3	5.1	0.5	-2.7	-4.4	6.2	0.1
O=C(O)CCC(NC(=S)Nc1ccccc1)C(=O)O (stereo not given)	-0.4	10.8	-6.2	0.3	-2.9	14.1	-6.9	1.9	0.7
Cc1nnc2n(Cc3ccccc3)c(=O)c3c4c(sc3n12)COC(C(C)C)C4 (stereo not given)	-0.6	-9.5	2.9	4.1	4.7	2.2	54.7*	0.4	0.0
Cc1cc(NC(=O)C(C)SCC(=O)N(C)CC(=O)Nc2ccccc2Br)no1 (stereo not given)	-0.3	1.7	-2.3	2.1	-6.4	10.4	-4.7	1.8	-0.8
COc1ccc([N+](=O)[O-])cc1CN1CCN(c2ncc(Cc3ccccc3)cn2)CC1	-1.0	nt	nt	10.0	nt	-18.6	nt	-3.6	2.4
O=C1C=C(c2ccc(Oc3ccccc3)cc2)C[C@@H](c2ccc(Cl)cc2)C1	-0.1	-12.2	-1.3	7.6	-6.1	32.3*	36.0	0.2	0.3
COc1ccc(S(=O)(=O)c2nnn(-c3cccc(Cl)c3)c2N)cc1	-0.9	14.0	-8.7	0.6	-4.7	11.5	9.5	8.4	0.6
CN1C(=O)c2cccc3c(S(=O)(=O)Nc4ccccn4)ccc1c23	-0.8	9.8	-7.7	10.5	0.5	-4.2	-7.4	-16.8	4.0
COc1ccc(N2CS(=O)CC2=O)cc1 (stereo not given)	-0.9	-8.7	-3.3	2.6	-2.9	26.6*	-8.9	-5.7	-0.1
COc1ccccc1N(CC(=O)NC1CCCCC1)C(=O)c1csnn1	0.1	10.2	-4.7	0.1	5.0	-1.8	-4.9	8.3	0.9
O=C(CN1CCCC1=O)NC1(C(F)(F)F)NC(=O)N(Cc2ccccc2)C1=O (stereo not given)	-1.0	-1.9	-7.4	2.6	-1.8	7.1	-10.2	15.8	0.7
C/C(=N\NC(=O)CSCc1ccccc1Cl)c1cc(O)ccc1O	-0.3	1.4	2.6	4.0	5.3	-2.2	14.7	7.6	-0.2
O=C(NCC1CCCO1)c1cnc(Cl)c(Cl)c1 (stereo not given)	-0.7	10.3	-1.1	-2.8	-14.0	9.1	-0.3	12.8	-1.3
COC(=O)[C@]12CCCCC=C1N(Cc1ccc(Cl)cc1Cl)C(=O)[C@H](CC(=O)N1CCSCC1)C2	0.3	nt	0.9	-10.3	9.5	8.3	18.8	-5.6	-1.5
COc1ccc(C)cc1NC(=O)Nc1ccc2c(c1)CCC2	-0.1	-2.0	-1.2	-0.1	13.8	11.4	10.9	13.9	-1.6
Cn1c(CNC2CCCCC2)nc2ccccc21	-0.4	8.5	3.1	-4.1	-8.1	6.1	-8.6	-0.2	0.2
CC12CCC(=O)N1C(C(=O)Nc1nc(-c3cc(F)ccc3F)cs1)CS2 (stereo not given)	-0.5	6.0	-2.5	-0.9	-7.7	-11.0	-5.7	6.0	-2.0

Whole records as entered above. Order of screens: TbMetRS inhib, PABP1 MLLE inh, MsrA act, MT1-MMP act inh, E coli Lon inh, CendR NRP1 mod, FAS-TE inh, SKN-1 inh, MsrA inh
`CC12CCC(=O)N1C(C(=O)Nc1nc(-c3cc(F)ccc3F)cs1)CS2` (stereo not given) is listed with -0.5, 6.0, -2.5, -0.9, -7.7, -11.0, -5.7, 6.0, -2.0
`COc1ccc(N2CS(=O)CC2=O)cc1` (stereo not given) is listed with -0.9, -8.7, -3.3, 2.6, -2.9, 26.6*, -8.9, -5.7, -0.1
`O=C(CN1CCCC1=O)NC1(C(F)(F)F)NC(=O)N(Cc2ccccc2)C1=O` (stereo not given) is listed with -1.0, -1.9, -7.4, 2.6, -1.8, 7.1, -10.2, 15.8, 0.7
`C/C(=N\NC(=O)CSCc1ccccc1Cl)c1cc(O)ccc1O` is listed with -0.3, 1.4, 2.6, 4.0, 5.3, -2.2, 14.7, 7.6, -0.2
`Cn1c(CNC2CCCCC2)nc2ccccc21` is listed with -0.4, 8.5, 3.1, -4.1, -8.1, 6.1, -8.6, -0.2, 0.2

(more compounds)
SMILES	TbMetRS inhib	PABP1 MLLE inh	MsrA act	MT1-MMP act inh	E coli Lon inh	CendR NRP1 mod	FAS-TE inh	SKN-1 inh	MsrA inh
CC(C)n1nnnc1C1c2ccccc2C(=O)N1Cc1ccc(F)cc1 (stereo not given)	-1.6	nt	-10.1	2.9	-3.1	2.0	-3.8	0.5	0.6
Cc1ccccc1CS(=O)(=O)Cc1ccc(C(=O)NCc2ccco2)o1	-0.6	7.8	-3.5	-1.3	-3.2	0.2	-15.6	-1.1	-1.1
NNC(=O)c1ccc2ccccc2n1	-0.1	2.8	-1.0	-3.4	6.1	5.1	-3.9	-6.4	1.2
COCc1c(C(=O)NCC2COc3ccccc3O2)oc2ccccc12 (stereo not given)	-0.2	1.1	1.1	-1.8	1.5	-5.3	16.1	2.8	0.2
S=C(NCc1ccccc1)Nc1nccs1	-0.2	10.3	-3.0	-0.9	-6.7	-14.9	4.3	3.2	-0.1
